# Screening data from PubChem BioAssay.
# EPAC2 ag = EPAC2 (human) agonism | Q8WZA2 | 0.079% of 360,000 active | EPAC2 activation, biochemical qHTS; response scale: 100% = 6.5 mM cAMP response | Potency, µM (doses to about 154 µM), inactives show at the highest dose activation, usual class: activators; further: nearly all actives have a fitted effect of over 50% in size
#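 Setup: EPAC2 100 nM, labeled Rap1B complex 250 nM, free GDP 50 uM. Compound titrations pinned in, brief spin, 5 min room temperature incubation. Kinetic fluorescence read over 30 min, normalized to 6.5 mM cAMP.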
# EPAC2 antagonist = antagonists of human EPAC2 | EPAC2 GEF exchange of Rap1B-BODIPY-GDP, fluorescence | 0.18% of 360,000 active | Potency, µM (top dose mostly 114 µM), for inactives: at the top dose activity, negative = inhibition, actives largely listed as inhibitors | AID 720708; further: on the % scale 0 is the no-effect control and ±100 the full control effect; nearly all actives have a fitted effect of over 45% in size; many of its hits are not listed in these tables
# FUS suppressor = rescues growth of FUS-expressing yeast. S. cerevisiae FUS-expressing, growth rescue, OD600, 24 h. Potency, µM (titrated, usually from 76.6 µM), for inactives: at the highest dose growth rescue (activation), actives largely listed as activators. 0.24% of 390,000 active. AID 1347120;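 further: plate controls were DMSO vehicle for no effect and reference control for full effect; nearly all actives have a fitted effect of over 55% in size; some results filed as inactive show a strong effect at the top dose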
#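 Yeast FUS proteinopathy model; galactose-induced FUS (2%), starting OD 0.005. Cpds in dilution series, 24hr, 30C, 99% humidity. Abs 600 nm growth. Pos ctrl CP55940 (top 92uM final); neg ctrl DMSO.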
# PTHR1 agonist = activates the human parathyroid hormone receptor PTHR1; HEK293 GP2 PTHR1 cells, GloSensor cAMP luminescence, 1 h; 0.075% of 410,000 active; Q03431; Potency, µM (doses to about 115 µM), for inactives: at the highest dose activation, usual class: activators; AID 743266; further: nearly all actives have a fitted effect of over 55% in size; some results filed as inactive show a strong effect at the top dose; inactives centre near -15; many of its hits are not listed in these tables
#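 HEK-293-derived GP2 cells expressing PTHR1 and a GloSensor cAMP reporter, 3,000/well, plated overnight, given luciferin plus IBMX (each 0.5 mM as added) for 1 h at 37 °C, then compound for 1 h at 37 °C. Luminescence was read after 15 min at room temperature.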
# aSyn rescue = alpha-synuclein toxicity inhibition in yeast; Yeast expressing alpha-synuclein, growth rescue, BacTiter-Glo, 24 h; AID 652106; 0.14% of 370,000 active; Potency, µM (doses to about 46.1 µM), for the others: at the top dose growth rescue (activation), most hits filed as activators; further: % of control where 0% means no effect; nearly all actives have a fitted effect of over 65% in size
#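 Readout is rescue of growth in alpha-synuclein-expressing yeast, so inhibitors of toxicity appear as activators. Growth after 24 hr at 30 deg C in galactose medium is quantified by luminescence.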
# EPAC1 antag = blocks human EPAC1 exchange factor; O95398; EPAC1 GEF assay, Rap1b-BODIPY-GDP exchange fluorescence; Potency, µM (doses to about 115 µM), inactives show top-dose activity change, negative = inhibition, actives largely listed as inhibitors; 0.14% of 360,000 active;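 further: plate controls were vehicle for no effect and positive control for full effect; nearly all actives have a fitted effect of over 50% in size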
# Target sequence (O95398 whole entry, looked up): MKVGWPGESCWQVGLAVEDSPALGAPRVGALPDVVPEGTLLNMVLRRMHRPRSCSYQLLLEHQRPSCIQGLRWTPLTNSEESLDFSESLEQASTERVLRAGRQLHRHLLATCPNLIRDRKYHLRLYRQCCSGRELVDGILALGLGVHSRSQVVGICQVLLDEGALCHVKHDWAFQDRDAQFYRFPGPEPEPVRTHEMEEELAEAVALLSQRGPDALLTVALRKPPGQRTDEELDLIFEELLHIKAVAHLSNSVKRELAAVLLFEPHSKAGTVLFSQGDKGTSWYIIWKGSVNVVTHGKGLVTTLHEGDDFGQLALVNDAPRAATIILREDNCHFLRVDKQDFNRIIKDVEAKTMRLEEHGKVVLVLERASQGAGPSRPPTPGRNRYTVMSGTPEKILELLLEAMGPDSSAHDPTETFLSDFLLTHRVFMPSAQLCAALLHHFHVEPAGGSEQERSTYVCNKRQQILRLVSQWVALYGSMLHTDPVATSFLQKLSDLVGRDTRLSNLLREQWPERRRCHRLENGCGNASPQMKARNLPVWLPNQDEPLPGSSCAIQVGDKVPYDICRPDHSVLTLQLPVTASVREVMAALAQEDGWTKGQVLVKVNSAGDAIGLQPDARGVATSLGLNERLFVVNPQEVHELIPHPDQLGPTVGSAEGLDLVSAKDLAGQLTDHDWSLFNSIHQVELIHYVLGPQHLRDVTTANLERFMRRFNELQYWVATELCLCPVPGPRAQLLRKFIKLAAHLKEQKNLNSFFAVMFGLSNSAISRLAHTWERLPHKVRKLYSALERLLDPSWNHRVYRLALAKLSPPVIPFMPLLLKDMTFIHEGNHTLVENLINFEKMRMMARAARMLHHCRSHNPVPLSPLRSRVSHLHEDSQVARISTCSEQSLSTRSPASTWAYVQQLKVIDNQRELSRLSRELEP
# TDP43 rescue = inhibitors of TDP-43 toxicity in yeast; TDP-43 expressing yeast growth rescue, BacTiter-Glo, 24 h; Potency, µM (titrated, usually from 46.1 µM), without a hit: at the highest dose growth rescue (activation), actives largely listed as activators; 1.8% of 410,000 active; further: % of control where 0% means no effect; nearly all actives have a fitted effect of over 50% in size
#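 Yeast cells expressing TDP-43 under galactose induction are exposed to compounds for 24 hr at 30 deg C. BacTiter-Glo luminescence measures growth, so protective compounds score as activators.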
# EPAC1 agonist = activates human EPAC1 exchange factor; O95398; EPAC1 agonist qHTS, biochemical assay; response scale: 100% = response to 6.5 mM cAMP; Potency, µM (titrated, usually from 154 µM), for the others: at the top dose activation, most hits filed as activators; 0.073% of 360,000 active; AID 720707; further: nearly all actives have a fitted effect of over 60% in size
#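 Multi-concentration qHTS readout: loss of Rap1B-bound BODIPY-GDP fluorescence driven by 100 nM EPAC1 with excess GDP (50 uM), monitored kinetically at room temperature; agonist response expressed relative to 6.5 mM cAMP.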
# Numbers without * were called inactive; i = inactive; u = inconclusive; x = not tested or not shown; [ ] = another dose, or the depositor's remark. The call rests on the fitted dose curve; in most records, active means well fitted curve in the direction sought with a large enough effect; inconclusive means small, poorly fitted or top-dose-only effect, or another doubt; inactive means no such curve, though single readings can be large; an effect the other way counts as inactive or inconclusive. Potency means the concentration at half of the fitted maximal effect.
Compound | EPAC2 ag | EPAC2 antagonist | FUS suppressor | PTHR1 agonist | aSyn rescue | EPAC1 antag | TDP43 rescue | EPAC1 agonist
Cc1ccc(CNS(=O)(=O)c2ccc3c(c2)n(C)c(=O)n3C)cc1 | 11% | 8% | -2% | -10% | 2% | -6% | -4% | 2%
COc1ccc(-c2cc3cc4c(cc3cn2)OCO4)cc1 | -7% | -15% | -21% | -89%[inhibitor] | -3% | 1% | 7% | -20%
Cc1[nH]nc2c1C(c1ccc(F)cc1)C(C#N)=C(N)O2 (stereo not drawn) | -9% | -3% | -11% | -13% | 5% | 4% | -6% | 5%
S=c1[nH]nc(-c2cc(-c3ccccc3)n[nH]2)n1/N=C/C(Br)=C/c1ccccc1 | 9% | -12% | 20% | -8% | 20% | u | 0% | u
Cn1c(=O)c([N+](=O)[O-])c(NCCCn2ccnc2)c2ccccc21 | 6% | -3% | 3% | i | 2% | 5% | 6% | 0%
O=[N+]([O-])c1cccnc1Oc1ccc(C2SCCS2)cc1 | 16% | 2% | 11% | -27% | 11% | 6% | 16% | 7%
O=c1[nH]c(CCl)nc2cc(-c3ccc(F)cc3)sc12 | -4% | -8% | 29% | i | -16% | -9% | u | 4%
O=C1/C(=C/c2ccncc2)SC(=S)N1C1CCS(=O)(=O)C1 (stereo not drawn) | -1% | 10% | 31% | -48%[inhibitor] | 0% | -4% | 13µM* | -2%
FC(F)(F)c1ccc(-c2cccc3c2C2CC3CCN2Cc2ccc3c(c2)OCO3)cc1 (stereo not drawn) | 1% | -15% | -9% | -12% | -1% | -13% | 20% | -13%
Cc1ccsc1/C=N/NC(=O)c1nnn(-c2nonc2N)c1-c1ccc2c(c1)OCO2 | 11% | 8% | -7% | -7% | -7% | -30% | -9% | 13%
O=C(NNC(=O)c1ccc2c(c1)OCO2)NC1CCCCC1 | 8% | 0% | x | 7% | -9% | -4% | -11% | -1%
CC(=O)Nc1ccc(NC(=O)COC(=O)C2c3ccccc3Oc3ccccc32)cc1 | 18% | -13% | 33% | i | -3% | u | 14% | 3%
CCOc1ccc(NC(=O)C2CC(=O)OC2c2ccccc2)cc1 (stereo not drawn) | 10% | 2% | -17% | -4% | -1% | -11% | 21% | 4%
C=CCN(C)NC(=O)Nc1ccccc1 | 8% | -5% | 6% | -3% | 6% | -1% | -15% | 11%
CC(C)c1ccc(NC(=O)C2CCN(S(C)(=O)=O)CC2)cc1 | 3% | -3% | 3% | -20% | -2% | -16% | -2% | -20%
O=c1ccc2ccccc2o1 | 3% | -12% | -32% | i | 0% | -3% | 14% | 3%
O=C(NC1CCN(c2ncccn2)CC1)c1cccc(F)c1 | 2% | 5% | -3% | i | 5% | 11% | 15% | 1%
Cc1ccc(C(=O)OC(C)C(=O)NC(C)CCc2ccccc2)o1 (stereo not drawn) | 5% | -20% | 0% | i | -4% | -4% | 16% | 12%
O=C(CCN1C(=O)/C(=C/c2ccccc2)SC1=S)Nc1cccnc1 | 6% | 3% | -11% | i | 0% | 17% | 18% | -5%
O=S(=O)(NC1CC1)c1ccc2c3c(cccc13)CC2 | -9% | -27% | 21% | -41%[inhibitor] | 13% | -4% | 7%[9.22 µM] | -6%
CC(c1ccccc1)n1c(N2CCN(C)CC2)nc2c1c(=O)[nH]c(=O)n2C (stereo not drawn) | 11% | 1% | -22% | i | 0% | -6% | 4% | 12%
CC(C)c1nc(CNC(=O)CC2C(=O)NCCN2Cc2ccoc2)cs1 (stereo not drawn) | 14% | 4% | -6% | i | -4% | 8% | 4% | 1%
Cc1cc(N)n(-c2ccc(Cl)cc2)n1 | 10% | 9% | -13% | -9% | 1% | 0% | -27% | 3%
COc1ccc(-c2cc3ccccc3oc2=O)cc1 | 1% | -7% | -22% | -26% | -4% | -8% | -1% | -2%
O=C1c2ccccc2C(=O)N1CCCc1nc(-c2ccc(Cl)cc2)no1 | -2% | 9% | -17% | -57%[inhibitor] | 4% | -6% | u | 1%
O=[N+]([O-])c1cccc(-c2nnc3c4ccccc4c4ccccc4n23)c1 | 5% | -6% | 1% | -7% | -5% | 3% | 2% | 8%
CCOC(=O)CSc1nnc(NCC(=O)OC)c(=O)[nH]1 | 2% | 3% | 4% | i | 2% | 0% | -3% | 0%
Cc1ccc(C)n1-n1c(C)nc2sc3c(c2c1=O)CCCCC3 | 12% | -1% | 19% | -3%[57.5 µM] | -21% | -6% | 1% | 12%
Cc1nc([N+](=O)[O-])cn1CC(=O)NCCCO | -14% | 2% | -3% | i | -7% | 15% | -3% | -3%
O=c1[nH]cnc2c1c(-c1ccccc1)cn2-c1ccc(F)cc1 | 6% | -7% | 12% | -5% | 1% | -10% | u | -4%

# Reformatted field by field: part of the list above.
> Cn1c(=O)c([N+](=O)[O-])c(NCCCn2ccnc2)c2ccccc21
  EPAC2 ag: 6%	EPAC2 antagonist: -3%	FUS suppressor: 3%	PTHR1 agonist: i	aSyn rescue: 2%	EPAC1 antag: 5%	TDP43 rescue: 6%	EPAC1 agonist: 0%
> O=[N+]([O-])c1cccnc1Oc1ccc(C2SCCS2)cc1
  EPAC2 ag: 16%	EPAC2 antagonist: 2%	FUS suppressor: 11%	PTHR1 agonist: -27%	aSyn rescue: 11%	EPAC1 antag: 6%	TDP43 rescue: 16%	EPAC1 agonist: 7%
> O=c1[nH]c(CCl)nc2cc(-c3ccc(F)cc3)sc12
  EPAC2 ag: -4%	EPAC2 antagonist: -8%	FUS suppressor: 29%	PTHR1 agonist: i	aSyn rescue: -16%	EPAC1 antag: -9%	TDP43 rescue: u	EPAC1 agonist: 4%
> O=C1/C(=C/c2ccncc2)SC(=S)N1C1CCS(=O)(=O)C1 (stereo not drawn)
  EPAC2 ag: -1%	EPAC2 antagonist: 10%	FUS suppressor: 31%	PTHR1 agonist: -48%[inhibitor]	aSyn rescue: 0%	EPAC1 antag: -4%	TDP43 rescue: 13µM*	EPAC1 agonist: -2%

# Next structures:
Compound | EPAC2 ag | EPAC2 antagonist | FUS suppressor | PTHR1 agonist | aSyn rescue | EPAC1 antag | TDP43 rescue | EPAC1 agonist
CC(NC(=O)c1ccc2ccccc2n1)c1ccc(S(N)(=O)=O)cc1 (stereo not drawn) | 5% | 0% | 4% | -24% | 0% | 4% | -7% | 9%
OC1(c2cccs2)CN(c2ccc(Cl)cc2)C2=[N+]1CCCC2 (stereo not drawn) | 10% | 3% | 3% | i | 3% | 14% | 3% | -3%
O=C(Nc1ccc(Cl)c(Cl)c1)c1ccncc1 | 5% | -1% | 9% | i | 2% | -9% | u | 11%
COc1ccc(C2c3c(oc4ccc(Cl)cc4c3=O)C(=O)N2CCN2CCOCC2)cc1 (stereo not drawn) | -2% | 0% | 7% | -2% | 4% | -9% | -21% | 11%
CNC(=O)COC(=O)c1cc2c(s1)CCCC2 | 6% | 2% | 5% | i | -2% | -19% | -1% | -3%
CCCNC(=O)C1(C)CCCN(C(=O)C2(c3ccc(Cl)cc3)CCCC2)C1 (stereo not drawn) | 6% | -15% | 29% | i | 6% | -20% | 35µM* | -3%
CSc1nc2c(C)c(C)c(C)c(C)c2[nH]1 | -4% | -10% | 5% | i | -11% | -15% | 29% | 1%
Cc1cccc(C)c1OCc1cn(CC(=O)c2ccc(O)cc2)nn1 | 7% | 9% | 1% | i | 0% | -23% | 22% | 4%
Cc1cnc(C)c(Nc2nc(C(N)Cc3ccccc3)cs2)n1 (stereo not drawn) | 7% | 19% | 0% | -7% | 4% | -9% | 10% | -3%
O=C(c1ccc2c(c1)OCO2)N1CCNc2ccccc2C1 | 8% | 16% | x | i | -2% | 9% | 15% | -4%
COc1cc(CN2CCN(CCCc3ccccc3)CC2CCO)cc(OC)c1 (stereo not drawn) | 6% | 5% | 10% | -38%[inhibitor] | -3% | -26% | -8% | 0%
CC(C)Cc1nnc(NC(=O)CSc2nc(N)cc(=O)[nH]2)s1 | 3% | 3% | 24% | -22% | 12% | 7% | 24% | -3%
COCCCn1c(=O)c2ccccc2n(CC(=O)NC2CCCCC2)c1=O | -3% | 6% | -3% | i | -4% | 2% | -5% | 4%
CC(=O)N(C(C)=O)N1C(=O)c2cccc3c(N4CCOCC4)ccc(c23)C1=O | -105%[inhibitor] | 38%[activator] | 12% | -17% | 0% | u | -10% | 112µM*
COC(=O)[C@@]1(Cc2ccc(F)cc2)[C@H]2c3cc(C(=O)N(C)C)n(CCO)c3C[C@H]2CN1C(=O)c1ccccc1 | 2% | -16% | 28% | -48%[inhibitor] | 0% | -18% | 25% | 2%
CC1CCCN(CC(=O)Nc2cc(S(=O)(=O)N3CCOCC3)ccc2N2CCCC2)C1 (stereo not drawn) | -6% | 0% | -5% | i | 1% | -11% | u | -16%
CCC1(CC)NC(=O)N(CC(=O)OCC(=O)Nc2cc(C)ccc2C)C1=O | 3% | 8% | 13% | u | 0% | -5% | -7% | -1%
Nc1ncnc2nc(SCC(=O)Nc3ccccc3F)[nH]c12 | 2% | -9% | -32% | i | 2% | 3% | -15% | 3%

# Arranged by value in EPAC1 antag (falling): 3 from the list above
Molecule	EPAC2 antagonist	FUS suppressor	PTHR1 agonist	EPAC1 antag	EPAC1 agonist
O=S(=O)(NC1CC1)c1ccc2c3c(cccc13)CC2	-27%	21%	-41%[inhibitor]	-4%	-6%
O=c1[nH]c(CCl)nc2cc(-c3ccc(F)cc3)sc12	-8%	29%	i	-9%	4%
CC1CCCN(CC(=O)Nc2cc(S(=O)(=O)N3CCOCC3)ccc2N2CCCC2)C1 (stereo not drawn)	0%	-5%	i	-11%	-16%

# Reformatted with each value named: three of the compounds above
Molecule: COc1ccc(-c2cc3cc4c(cc3cn2)OCO4)cc1
- EPAC2 ag: -7%
- EPAC2 antagonist: -15%
- FUS suppressor: -21%
- PTHR1 agonist: -89%[inhibitor]
- aSyn rescue: -3%
- EPAC1 antag: 1%
- TDP43 rescue: 7%
- EPAC1 agonist: -20%
Molecule: Cc1[nH]nc2c1C(c1ccc(F)cc1)C(C#N)=C(N)O2 (stereo not drawn)
- EPAC2 ag: -9%
- EPAC2 antagonist: -3%
- FUS suppressor: -11%
- PTHR1 agonist: -13%
- aSyn rescue: 5%
- EPAC1 antag: 4%
- TDP43 rescue: -6%
- EPAC1 agonist: 5%
Molecule: S=c1[nH]nc(-c2cc(-c3ccccc3)n[nH]2)n1/N=C/C(Br)=C/c1ccccc1
- EPAC2 ag: 9%
- EPAC2 antagonist: -12%
- FUS suppressor: 20%
- PTHR1 agonist: -8%
- aSyn rescue: 20%
- EPAC1 antag: u
- TDP43 rescue: 0%
- EPAC1 agonist: u

# These rows are one share of the data, so the mix of outcomes need not match the whole.
